NPYLR7 ag: activates Aedes aegypti NPYLR7 receptor. 270,000 tested, 0.15% active. HEK293T NPYLR7/Galpha15, GCaMP6s calcium fluorescence. activation, % at 10 µM; in the data active means activation above about 40%;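 further: 0% = vehicle and 100% = reference agonist at the receptor; some compounds past the cut are filed as inactive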
mcGAS lum: inhibitors of mouse cGAS; Q8C6L5; recombinant cGAS, Kinase-Glo ATP depletion luminescence; inhibition, % at 12.5 µM; 160,000 tested, 0.15% active; AID 1259399;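 further: 0% = negative control wells and 100% = reference inhibitor with no enzyme activity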
hcGAS lum: human cGAS inhibition. Q8N884. recombinant h-cGAS, ATP depletion, Kinase-Glo luminescence. inhibition, % at 12.5 µM. 290,000 tested, 0.081% active. AID 1259398;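 further: 0% = vehicle reaction and 100% = reaction without DNA for no activity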
Target sequence (Q8N884 whole entry, looked up): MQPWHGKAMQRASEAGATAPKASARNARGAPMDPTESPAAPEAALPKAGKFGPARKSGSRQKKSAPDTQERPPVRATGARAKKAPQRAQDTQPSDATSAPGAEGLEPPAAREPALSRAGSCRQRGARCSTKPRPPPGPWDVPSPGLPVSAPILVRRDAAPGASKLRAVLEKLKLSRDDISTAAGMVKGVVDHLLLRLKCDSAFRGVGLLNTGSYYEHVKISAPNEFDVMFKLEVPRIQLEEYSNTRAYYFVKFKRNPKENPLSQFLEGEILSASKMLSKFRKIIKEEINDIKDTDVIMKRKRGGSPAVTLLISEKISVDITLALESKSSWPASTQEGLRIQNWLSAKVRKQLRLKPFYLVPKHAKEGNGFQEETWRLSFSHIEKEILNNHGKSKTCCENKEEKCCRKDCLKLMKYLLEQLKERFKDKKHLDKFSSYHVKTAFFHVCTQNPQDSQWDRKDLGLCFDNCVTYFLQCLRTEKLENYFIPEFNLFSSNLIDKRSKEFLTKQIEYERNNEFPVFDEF
* marks the source's active call; other numbers are inactive results; x = no result given; & = joins results of further samples. Unless noted, no stated cut-off is given here; in the data, active means inhibition above about 40%; inactive means the rest. Hits appear at their usual frequency; any-hit rate near 0.29%.

SMILES | NPYLR7 ag | mcGAS lum | hcGAS lum
CCOC(=O)C1CCN(CC(=O)N2N=C(c3cccc(OC)c3)CC2c2ccccc2C)CC1 (centres undefined) | 19 | -6 | -6
CC1CN(C(=O)CSc2nc(Cl)cc(N3CCN(C(=O)c4ccc(C(C)(C)C)cc4)C(C)C3)n2)CC(C)O1 (centres undefined) | 10 | -5 | -6
CN(Cc1cc(-c2ccccc2)no1)C(=O)c1cn(Cc2ccccc2F)nn1 | 13 | x | -11
COc1cccc(CC2(CO)CCCN(C(=O)C3=CCCC3)C2)c1 (centres undefined) | -5 | x | 11
c1ccc(-n2nccc2CN2CCCC(OCc3cccnc3)C2)cc1 (centres undefined) | 4 | x | 0
CCNC(=S)N(CCOC)Cc1c(-c2ccccc2)noc1N1CCc2ccccc2C1 | 12 | -6 | -2
Cc1nnc(SC(C(=O)O)c2ccccc2)c2ccccc12 (centres undefined) | -3 | x | 0
CCOC(=O)c1c(NC(=O)C(=O)c2c[nH]c3ccccc23)c(-c2ccc3c(c2)OCO3)cn1C | 2 | -7 | -7
COc1ccc(C(=O)NC2CCN(c3ccccc3C(=O)NC(C)c3ccccc3)CC2)cc1OC (centres undefined) | 1 | -5 | -5
NC1=NC(c2cccc(Cl)c2)N(CCc2ccc(F)cc2)C(N)=N1 (centres undefined) | -3 | x | -3
O=C(c1cc(-c2ccccc2)nn1-c1ccccc1)N1CCCCC1 | -1 | 0 | 3
Cc1ccc(-c2ccsc2C(=O)N2CCN(S(=O)(=O)c3ccc(F)c(F)c3)CC2)cc1 | 1 | x | -4
O=C(Nc1ccnn1C1CCN(C(=O)CCn2cncn2)CC1)C1CCCC1 | 3 | x | 2
N#Cc1c2n(c3c(=O)[nH]cnc13)CCCCC2 | 1 | -5 | -4
O=S(=O)(NCc1ccccc1)N1CCCC1Cn1cccn1 (centres undefined) | 1 | x | -2
CCc1cnc(C)nc1NCc1cccnc1-n1cnc2ccccc21 | 15 | x | -4
COc1cc(-c2cccc(O)c2)ncn1 | -1 | -14 | -2
Cc1cccc(Cn2c(=O)n(C(C)C)c(=O)c3oc4ccccc4c32)c1 | 13 | -8 | -9
COc1ccc(N2CC(NC(=O)NCCCN3CCCC3)CC2=O)cc1OC (centres undefined) | -4 | -8 | -4
CCCNC(=O)C1(C)CCCN(Cc2ccc(C(F)(F)F)cc2)C1 (centres undefined) | -9 | 2 | 5
NCC(c1ccc(Cl)cc1Cl)N1CCc2sccc2C1 (centres undefined) | -1&1 | -4 | -6&-7
Cc1ccsc1CN(Cc1ccc(F)cc1)C(=O)CN(C(=O)Nc1c(C(C)C)cccc1C(C)C)C1CCCCC1 | -5 | 22 | -4
O=C(Nc1cnccc1-c1ccc(C(F)(F)F)cc1)c1cnns1 | -9 | x | 6
CCOc1ccc(O)c(CNC2CCOc3ccccc32)c1 (centres undefined) | 6 | 5 | 3
c1ccc(Cn2cnc3cnc(Nc4ccc5c(c4)OCO5)cc32)cc1 | 9 | -2 | -5

Reformatted: 22 of the compounds above
Every second line gives: NPYLR7 ag | mcGAS lum | hcGAS lum
CCOC(=O)C1CCN(CC(=O)N2N=C(c3cccc(OC)c3)CC2c2ccccc2C)CC1 (centres undefined)
  19 | -6 | -6
CC1CN(C(=O)CSc2nc(Cl)cc(N3CCN(C(=O)c4ccc(C(C)(C)C)cc4)C(C)C3)n2)CC(C)O1 (centres undefined)
  10 | -5 | -6
CN(Cc1cc(-c2ccccc2)no1)C(=O)c1cn(Cc2ccccc2F)nn1
  13 | x | -11
COc1cccc(CC2(CO)CCCN(C(=O)C3=CCCC3)C2)c1 (centres undefined)
  -5 | x | 11
c1ccc(-n2nccc2CN2CCCC(OCc3cccnc3)C2)cc1 (centres undefined)
  4 | x | 0
CCNC(=S)N(CCOC)Cc1c(-c2ccccc2)noc1N1CCc2ccccc2C1
  12 | -6 | -2
Cc1nnc(SC(C(=O)O)c2ccccc2)c2ccccc12 (centres undefined)
  -3 | x | 0
CCOC(=O)c1c(NC(=O)C(=O)c2c[nH]c3ccccc23)c(-c2ccc3c(c2)OCO3)cn1C
  2 | -7 | -7
COc1ccc(C(=O)NC2CCN(c3ccccc3C(=O)NC(C)c3ccccc3)CC2)cc1OC (centres undefined)
  1 | -5 | -5
NC1=NC(c2cccc(Cl)c2)N(CCc2ccc(F)cc2)C(N)=N1 (centres undefined)
  -3 | x | -3
O=C(c1cc(-c2ccccc2)nn1-c1ccccc1)N1CCCCC1
  -1 | 0 | 3
Cc1ccc(-c2ccsc2C(=O)N2CCN(S(=O)(=O)c3ccc(F)c(F)c3)CC2)cc1
  1 | x | -4
O=C(Nc1ccnn1C1CCN(C(=O)CCn2cncn2)CC1)C1CCCC1
  3 | x | 2
N#Cc1c2n(c3c(=O)[nH]cnc13)CCCCC2
  1 | -5 | -4
O=S(=O)(NCc1ccccc1)N1CCCC1Cn1cccn1 (centres undefined)
  1 | x | -2
CCc1cnc(C)nc1NCc1cccnc1-n1cnc2ccccc21
  15 | x | -4
COc1cc(-c2cccc(O)c2)ncn1
  -1 | -14 | -2
Cc1cccc(Cn2c(=O)n(C(C)C)c(=O)c3oc4ccccc4c32)c1
  13 | -8 | -9
COc1ccc(N2CC(NC(=O)NCCCN3CCCC3)CC2=O)cc1OC (centres undefined)
  -4 | -8 | -4
CCCNC(=O)C1(C)CCCN(Cc2ccc(C(F)(F)F)cc2)C1 (centres undefined)
  -9 | 2 | 5
NCC(c1ccc(Cl)cc1Cl)N1CCc2sccc2C1 (centres undefined)
  -1&1 | -4 | -6&-7
Cc1ccsc1CN(Cc1ccc(F)cc1)C(=O)CN(C(=O)Nc1c(C(C)C)cccc1C(C)C)C1CCCCC1
  -5 | 22 | -4

Going on with the list:
SMILES | NPYLR7 ag | mcGAS lum | hcGAS lum
Cn1nc(C(C)(C)C)cc1C(=O)N1CCN(C(c2ccccc2)c2ccc(Br)cc2)CC1 (centres undefined) | 15 | -9 | -11
COc1ccc(-n2c(Cc3ccccc3)nnc2SCc2ccc(C(N)=O)cc2)cc1 | 18 | -6 | -4
Cc1cccc(-n2nc(C(=O)N3CCN(C)CC3)c(=O)n(Cc3ccccc3Cl)c2=O)c1 | 13 | -5 | -3
Cc1ccccc1SC1CCN(C(=O)C(=O)c2cccnc2)CC1 | 1 | -12 | -5
Cc1cc(F)c2c(c1)CCCN2Cn1nc(C2CCS(=O)(=O)C2)n(C)c1=S (centres undefined) | 0 | x | -4
CCC(=O)N1CCN(c2ncnc3c2nnn3-c2ccc(Cl)cc2)CC1 | -6 | -6 | -3
O=C(Nc1ccc(OC(F)F)cc1OC(F)F)N1CCCC(C(F)(F)F)C1 (centres undefined) | 4 | x | -4
CC(C)Oc1nc(-c2ccc(F)cc2)n(-c2cccc(NC(=O)c3ccc(C(F)(F)F)cc3)c2)n1 | 22 | -5 | -10
CC=CC=CC(=O)OCC1=C(C(=O)OCC)C(c2cccs2)NC(=O)N1 (centres undefined) | 6 | x | -4
COC1(C)COC(C)(OC)CO1 (centres undefined) | 3 | x | 1
Cn1ccnc1-c1nccn1Cc1ccccc1Cn1cccn1 | 28 | -21 | -4
CCCN1C(=O)[C@H]2CC[C@@H]1CN(Cc1cnc(N3CCOCC3)nc1)C2 | x | -8 | -16
COc1cccc2c1NC(=O)CC2C(=O)N1CCC2(CCCO2)CC1 (centres undefined) | 6 | -14 | -7
COc1ccc(NC(=O)C2CC=CCC2C(=O)N2CCc3ccccc3C2)cn1 (centres undefined) | 1 | -5 | -10
O=c1n(CCNc2ccc(F)cc2)nc2ccccn12 | 0 | x | -11
O=C(CSc1nc2c(cnn2CCO)c(=O)[nH]1)Nc1cccc(F)c1 | 1 | x | -1
O=C(C=Cc1ccccc1F)NNC(=O)c1ccccc1 | -5 | x | -4
CCN1CCN(CC(O)COc2ccc(CN3CCC(OC)CC3)cc2OC)CC1 (centres undefined) | 11 | x | -12
OC(c1nc2ccccc2[nH]1)C(O)c1nc2ccccc2[nH]1 (centres undefined) | -9 | x | -4
O=C1CCC(C(=O)NCCCn2ccnc2)N1 (centres undefined) | 3 | -4 | -1
Cc1csc2nc(CN(Cc3ccc(F)cc3)C3CC3)cc(=O)n12 | 1 | -14 | -5
CCN(CC)C(=O)[C@@H]1C[C@H](N)CN1C(=O)Cc1ccc(F)c(C)c1 | 20 | x | -6
Cn1ncc2c(NCCCOCC3CCCO3)ncnc21 (centres undefined) | 4 | x | -7
Cc1cc(O)c(CN2CCN(C)CC2)c2c1C(=O)/C(=C/c1cc3cc(Br)ccc3o1)O2 | 4 | -7 | -9
Cc1noc(-c2ccc(C(C)(C)C)cc2)c1C(=O)NC1CC(C)(C)N(C)C(C)(C)C1 | 25 | -7 | -6

(continued)
SMILES | NPYLR7 ag | mcGAS lum | hcGAS lum
CCOC(=O)N1CCN(c2cncc(C3=NCCN3)n2)CC1 | 8 | x | -3
CCCc1cc(-n2nc(C)cc2C)n2nc(C)c(-c3ccccc3)c2n1 | 1 | -1 | 9
CCOc1nc(-c2cccc(C(F)(F)F)c2)n(-c2ccc(NC(=O)Cc3cccs3)cc2)n1 | 18 | -6 | -3
Cn1nnc2c(N(CCc3ccccc3)Cc3ccccc3)ncnc21 | 11 | x | -9
O=S(=O)(Nc1ccc(S(=O)(=O)C(F)F)cc1)c1ccc(Cl)c(Cl)c1 | 2 | -3 | -6
COCCNC(=O)c1cc(-c2ccccc2F)nc2cc(C(C)(C)C)nn12 | 4 | -8&-6 | -1&-3
COc1cc(OC)c(NC(=O)CCc2c(C)nc(N3CCOCC3)[nH]c2=O)cc1Cl | -1 | x | 2
S=P(C1=C(N2CCCCC2)C(=Cc2ccccc2)CC1)(N1CCOCC1)N1CCOCC1 | -15 | x | -5
O=c1[nH]c(-c2sc3ncccc3c2O)nc2ccsc12 | 10 | x | 30
Cn1cc(S(=O)(=O)N2CCN(c3ccccc3)CC2)c(=O)n(C)c1=O | 1 | -9 | -2
Fc1ccc(-c2nc(N3CCN(c4ccc(F)cc4F)CC3)c3ccccc3n2)c(F)c1 | 7 | 2 | 0
CCc1cccc(CC)c1NC(=O)COc1ccccc1C(N)=O | -6 | -15 | -5
Cn1c(=O)[nH]c(=O)c2c1nc(CN(Cc1ccccc1)Cc1ccccc1)n2Cc1ccccc1F | -2 | x | -4
CCC(C(=O)Nc1c(-c2ccc(OC)cc2)nc2ccccn12)c1ccccc1 (centres undefined) | -8 | -7 | -7
C=CCn1c(SCC(=O)CC(=O)OCC)nc2sc3c(c2c1=O)CCCC3 | 8 | -9 | -3
O=S(=O)(c1ccc(Br)cc1)n1cnc2ccccc21 | 2 | x | 7
CC(C)(C)n1ncc2c(=O)n(NC(=O)c3cc([N+](=O)[O-])ccc3Cl)cnc21 | 0 | x | -15
Cc1cccc(C(N)=O)c1NC1CCN(c2ccc(C#N)cc2)C1=O (centres undefined) | 9 | x | -6
O=C(CCN1CCCCC1c1nccs1)Nc1nnc(C2CC2)s1 (centres undefined) | -2 | -11 | -8
CC(C)c1nnc(SCc2cccnc2)c2c1cnn2-c1ccc(F)cc1 | -16 | -10 | -5
CC1(C(=O)NS(=O)(=O)c2ccccc2)CCN1C(=O)CCc1ccc(Cl)cc1Cl (centres undefined) | 5 | x | 7
Cc1sc2ncn(CC(O)COc3ccc(Br)cc3)c(=O)c2c1-c1ccccc1 (centres undefined) | 0 | -6 | -3
CC1c2cc(Cl)cc(Cl)c2CCN1C(=O)c1ccc(C(N)=O)nc1 (centres undefined) | 3 | x | -4
N#CC(c1ccccc1)C(O)C[n+]1ccc(N)cc1 (centres undefined) | 4 | x | -3
CC(=O)NCC1=CCCN(Cc2noc(-c3ccccc3)n2)C1 | -1 | x | 2

The list continues:
SMILES | NPYLR7 ag | mcGAS lum | hcGAS lum
COc1cccc(Cn2ccnc2CN(C(=O)c2ccco2)C2CCCCC2)c1 | 12 | -9 | -7
Cc1cc(C(=O)OCc2nc(-c3cccs3)no2)c(C)n1C1CC1 | 1 | x | -5
O=C(CN1C(=O)c2ccccc2C1=O)Nc1ccccc1C(F)(F)F | -3 | x | -8
CCc1noc(C(C)n2ccnc2-c2cnc(-c3ccco3)nc2)n1 (centres undefined) | x | -9 | -6
Cc1[nH]ncc1CN[C@@H]1CCCC[C@H]1NC(=O)OC(C)(C)C | 4 | x | -6
N#Cc1ccc(C(=O)Nc2nc(-c3ccc([N+](=O)[O-])cc3)cs2)cc1 | 1 | -6 | -6
CCC(CO)N(Cc1ccco1)C(=O)c1cccn1C (centres undefined) | -6 | -13 | 0
Cn1nnc(SC/C=C/CSc2nnn(C)n2)n1 | 8 | x | -7
Cc1cc(C(=O)N2CCN(CCCOC(c3ccc(Cl)cc3)c3ccc(Cl)cc3)CC2)c(C)o1 | 27 | -8 | -3
CS(=O)(=O)c1ccc(F)c([N+](=O)[O-])c1 | 2 | 16 | -2
CCn1nc(CC(C)C)cc1C(=O)N(C)CC1CCN(CCc2ccc(Cl)cc2)CC1 | -5 | -7 | 2
C=CCNC(=O)N1C[C@H]2OC(=O)N(CCc3ccc(OC)cc3)[C@H]2C1 | 3 | x | -8
O=C(O)C1CCCN1S(=O)(=O)c1ccc(Br)cc1 (centres undefined) | 7 | x | -9
C[C@]12CC[C@@H]3c4ccc(OS(=O)(=O)O)cc4CC[C@H]3[C@@H]1CCC2=O | -1&-5 | -5 | -3&-8
Cc1cccc(Cc2cnc(NC(=O)C3=COCCO3)s2)c1 | 13 | x | -14
NC(=O)COc1ccc(Cl)cc1-c1nccn1-c1ccc(F)c(F)c1 | 14 | -8 | -3
CCSc1nc2ccccc2c(=O)n1Cc1ccccc1 | 3 | -7 | -6
CC(=O)Nc1ccc(S(=O)(=O)NCCc2csc3nc(-c4cccc(C)c4)nn23)cc1 | -8 | -6 | -3
FC(F)(F)c1ccnc(SCc2csc(-c3ccc(Cl)cc3)n2)n1 | 1 | -8 | -6
COc1ccc(C(C)NC(=O)C2CCN(CCOc3ccc(Cl)cc3Cl)CC2)cc1OC (centres undefined) | 5 | -1 | -1

Assay outcomes deposited in PubChem by Fisher Drug Discovery Resource Center.
